PG9 binder – PG9 antibody binding by small molecule; TR-FRET gp120-PG9 antibody binding; inhibition, % at 6.7 µM; hit rate 0.43% among 360,000; AID 624416; in the data active means inhibition above about 8.5%
LEDGF integ inh – blocks HIV-1 LEDGF/p75-dependent DNA integration. hit rate 0.64% among 370,000. TR-FRET IN-LEDGF/p75 DNA integration, Eu/Cy5. inhibition, % at 3.7 µM;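 active means inhibition above the screen-wide mean plus 3 SD, cut at about 13% in these data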;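 further: signal is the Cy5 over europium emission ratio at 671 and 618 nm; 0% = plate median of compound wells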
SIAE inh – human SIAE inhibition, primary screen; inhibition, % at 9.66 µM; Q9HAT2; hit rate 0.69% among 370,000; SIAE FP-Rh probe binding, fluorescence polarization;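 active means inhibition above a cutoff: mean of compounds within the control limits plus 3 SD of those, cut at about 17% in these data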;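 further: 0% = plate median of compound wells and 100% = probe without SIAE protein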
HTRA1 inhibitor – blocks human HTRA1 serine peptidase; recombinant HTRA1, FP-rhodamine activity-based probe, fluorescence polarization; inhibition, % at 5.96 µM; Q92743; hit rate 0.5% among 340,000; in the data active means inhibition above about 36%;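 further: 0% = enzyme with DMSO and 100% = wells lacking enzyme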
mABHD4 FP – inhibits mouse alpha/beta hydrolase domain 4; Q8VD66; purified mABHD4, FP-Rh probe fluorescence polarization; inhibition, % at 8.92 µM; hit rate 0.54% among 370,000;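 active means inhibition exceeding the mean over every tested compound plus 3 SD, cut at about 30% in these data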;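 further: 0% = plate median of compound wells and 100% = S159A mutant with DMSO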
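Test system: mouse ABHD4 enzyme, wild type. Reagent: FP-Rh fluorescent activity-based probe, added after compound pre-incubation. Timing: pre-incubation 45 min, probe exposure 60 min, at 25 °C. Technique: FP readout, ex 525 nm / em 598 nm. Benchmarks: high control S159A mutant with DMSO, low control median of compound wells.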
Tn7 DDE FP – DD(E)-Tn7 binding inhibition, primary FP screen. FP displacement of FITC-Tn7 peptide from fibrin DD(E); 0% = median of compound wells per plate. inhibition, % at 8.3 µM. hit rate 0.13% among 370,000;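 active means inhibition above the mean of compounds falling within the control limits plus 3 SD of them, cut at about 14% in these data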;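 further: 0% = plate median of compound wells and 100% = 10 µM Aha-Tn7 peptide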
Target sequence (P02675 whole entry, looked up): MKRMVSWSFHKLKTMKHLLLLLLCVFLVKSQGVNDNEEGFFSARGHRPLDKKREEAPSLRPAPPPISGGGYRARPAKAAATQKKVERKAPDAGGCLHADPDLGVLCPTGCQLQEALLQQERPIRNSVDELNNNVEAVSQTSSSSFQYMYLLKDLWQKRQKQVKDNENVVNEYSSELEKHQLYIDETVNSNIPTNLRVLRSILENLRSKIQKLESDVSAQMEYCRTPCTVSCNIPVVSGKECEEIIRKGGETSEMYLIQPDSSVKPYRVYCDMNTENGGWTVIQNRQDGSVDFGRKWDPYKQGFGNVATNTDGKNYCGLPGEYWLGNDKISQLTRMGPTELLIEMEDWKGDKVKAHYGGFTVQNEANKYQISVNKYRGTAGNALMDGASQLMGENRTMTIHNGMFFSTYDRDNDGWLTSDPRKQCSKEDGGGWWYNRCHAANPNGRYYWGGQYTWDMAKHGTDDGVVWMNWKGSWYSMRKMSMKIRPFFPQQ
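Assay system: human fibrin DD(E). Input: DD(E) 2 µM final. Medium: Tris buffer with calcium and detergent, pH 7.8. Compound dosing: single point at 8.3 µM. Timing: 10 min plus 3 h, room temperature. Technique: fluorescence polarization of the labelled Tn7 tracer. Read-out: percent inhibition. Replicates: singlicate testing.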
PRMT1 FP inh – blocks human protein arginine methyltransferase 1; Q99873; recombinant PRMT1, activity-based probe fluorescence polarization; inhibition, % at 2.79 µM; hit rate 1.3% among 370,000; AID 652257;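 active means inhibition above about 21% made by adding two undisclosed values, limit read from the data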
TCR-CD3 inh – human TCR-CD3 binding inhibition; hit rate 0.37% among 360,000; inhibition, % at 9.4 µM; TAMRA-labeled TCR probe fluorescence, biochemical; AID 651800; in the data active means inhibition above about 19%;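 further: recombinant mutant TCR 2C K166C tagged with TAMRA read by polarization; 0% = receptor in buffer alone and 100% = receptor with positive control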
UHRF1 MBD2 ctr – blocks human UHRF1 binding to methylated DNA; hit rate 0.75% among 370,000; inhibition, % at 4.4 µM; UHRF1 binding to methylated oligo, TR-FRET; in the data active means inhibition above about 21%;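 further: UHRF1 SRA domain binding a hemimethylated CpG hairpin DNA probe; 0% = median of test compound wells and 100% = reference inhibitor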
TDP2 inh – TDP2 (human) inhibition, absorbance primary screen; O95551; recombinant TDP2, T5PNP hydrolysis, p-nitrophenol absorbance 415 nm; inhibition, % at 12.8 µM; hit rate 0.34% among 370,000;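 active means inhibition above the mean of all tested compounds plus 3 SD, set per campaign, cut at about 25% in these data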;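 further: 0% = DMSO with enzyme and 100% = buffer with substrate but no TDP2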
Target sequence (O95551 whole entry, looked up): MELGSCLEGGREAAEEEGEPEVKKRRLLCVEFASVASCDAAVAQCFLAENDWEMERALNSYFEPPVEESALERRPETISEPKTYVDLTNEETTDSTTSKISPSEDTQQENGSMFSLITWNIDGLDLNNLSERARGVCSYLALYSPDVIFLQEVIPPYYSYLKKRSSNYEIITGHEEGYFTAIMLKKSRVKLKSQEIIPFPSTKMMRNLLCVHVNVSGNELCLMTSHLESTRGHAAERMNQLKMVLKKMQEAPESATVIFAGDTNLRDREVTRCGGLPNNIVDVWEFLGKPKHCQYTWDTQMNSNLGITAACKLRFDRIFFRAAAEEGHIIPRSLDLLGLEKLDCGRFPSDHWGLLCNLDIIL
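Assay system: recombinant human TDP2 / Reagent: T5PNP substrate at 5 mM, a TopII-DNA adduct mimic / Measured by: epi absorbance from released p-nitrophenol / Evaluation: % inhibition relative to enzyme-containing and enzyme-free wells / Control set: enzyme-free and DMSO wells / Replicates: each compound tested once, singlicate / Schedule: enzyme reaction with compound for 2 h at 37 °C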
An asterisk follows results filed as active; / = not tested or not shown.

no.	compound	mABHD4 FP	TCR-CD3 inh	PG9 binder	Tn7 DDE FP	UHRF1 MBD2 ctr
1	CCC(CO)NC(=O)c1cc2c(s1)CCC2 (centres undefined)	0	-5	0.6	-4	-3
2	O=C(c1cc2c(s1)CCCC2)N1CCN(S(=O)(=O)c2ccccc2)CC1	-4	2	0.1	7	-1
3	CC(OC(=O)c1cccs1)C(=O)NC1CC1 (centres undefined)	6	0	-1.9	5	0
4	C=CCNc1nc(Cl)nc(Nc2cc(Cl)ccc2OC)n1	2	6	-0.3	-2	1
5	COc1ccc(CN(C(=O)c2snc(C(N)=O)c2N)C(C(=O)NC2CCCC2)c2ccc(OC)c(OC)c2)cc1 (centres undefined)	4	4	-1.3	-3	-1
6	Nc1c(N(Cc2ccco2)C(=O)c2cccc(F)c2)c(=O)[nH]c(=O)n1Cc1ccccc1	1	4	-1.7	-3	-1
7	O=C(NCC(O)c1ccc([N+](=O)[O-])cc1)C1CCCCC1 (centres undefined)	0	-5	2.2	3	1
8	Cc1nn(C)c(C)c1S(=O)(=O)NCc1cccs1	-15	-3	-1.2	8	1

no.	SIAE inh	TDP2 inh	PRMT1 FP inh	HTRA1 inhibitor	LEDGF integ inh
1	1	10	-1	-4	1
2	3	-1	0	0	1
3	1	5	-3	-2	2
4	6	-13	-1	-4	0
5	0	11	0	2	-1
6	-1	-4	0	7	2
7	-4	-5	3	2	0
8	1	0	3	7	-6

Later entries.
no.	compound	mABHD4 FP	TCR-CD3 inh	PG9 binder	Tn7 DDE FP	UHRF1 MBD2 ctr
9	COc1ccccc1NC(=O)Cc1ccc(-c2ccccc2)cc1	-15	-5	-1.3	-1	-1
10	O=C(OCC(=O)N(CCc1ccccc1)Cc1ccccc1)c1ccccc1O	-14	7	3.0	-4	0
11	Cc1ccccc1CS(=O)(=O)Cc1ccc(C(=O)Nc2ccccc2C)o1	1	/	/	1	0
12	CC(C)Cc1cc(C(=O)Nc2cc(C(F)(F)F)ccc2Cl)no1	0	4	0.3	-2	-1
13	O=C(NC(Cc1ccc2c(c1)OCO2)C(=O)N1CCCC1C(=O)O)c1ccccc1 (centres undefined)	5	0	-3.1	2	1
14	CN(CC(=O)Nc1ccc(Cl)cc1)C(=O)c1ccc(-n2cncn2)c([N+](=O)[O-])c1	0	0	-0.4	3	0
15	O=C(Nc1ccc(OC(F)(F)F)cc1)C1CC(=O)N(Cc2ccco2)C1 (centres undefined)	1	3	0.8	6	1
16	COc1ccc(CCN2CC(C(=O)Nc3nccs3)CC2=O)cc1OC (centres undefined)	3	11	-0.9	6	2

no.	SIAE inh	TDP2 inh	PRMT1 FP inh	HTRA1 inhibitor	LEDGF integ inh
9	-10	8	0	-38	2
10	-1	10	3	-39	-1
11	-1	-2	2	/	2
12	-1	-9	-2	-3	0
13	7	6	3	1	-1
14	-4	-4	-3	2	3
15	8	-1	-2	8	0
16	1	10	-3	4	2

Going on with the list:
no.	compound	mABHD4 FP	TCR-CD3 inh	PG9 binder	Tn7 DDE FP	UHRF1 MBD2 ctr
17	Cc1ccccc1NC(=S)NCCc1ccccc1	4	4	-1.0	-3	-3
18	O=C(NCc1ccc(F)cc1)C1CCCN1S(=O)(=O)c1ccc(F)cc1 (centres undefined)	0	-6	0.5	6	-1
19	COc1ccc(NC(=O)C(c2ccc(OC)cc2)N(C)C(=O)Cc2cccs2)cc1 (centres undefined)	-2	5	0.2	-4	-3
20	C[C@H](CO)N1C[C@H](C)[C@@H](CN(C)C(=O)Nc2ccc3c(c2)OCO3)Oc2c(NC(=O)C3CCCCC3)cccc2C1=O	0	-2	-1.9	2	0
21	O=C(CN1CCCCC1)Nc1ccccc1Oc1ccccc1	3	-4	1.3	-3	-4
22	COc1cccc(N2[C@@H](CC(=O)O)c3ccc(/C=C/C(=O)O)cc3S2(=O)=O)c1	2	-12	0.5	6	20
23	C=CC[C@@H](Cc1ccc(F)cc1)C(=O)OC[C@H]1CCCN1C(=O)[C@H](CC=C)CC(=O)N(CCO)Cc1ccccc1	12	-1	-0.6	1	1
24	Cc1nc(C)n(C(C)CNS(=O)(=O)c2ccc(C)c(C)c2)n1 (centres undefined)	-4	-1	-3.6	-4	1

no.	SIAE inh	TDP2 inh	PRMT1 FP inh	HTRA1 inhibitor	LEDGF integ inh
17	2	-6	1	0	5
18	-7	-1	6	1	0
19	7	11	-3	-11	1
20	13	9	1	9	-1
21	11	7	-2	-7	-2
22	3	1	2	-3	3
23	-1	-5	7	-23	-4
24	6	-14	-4	1	4

The list goes on.
no.	compound	mABHD4 FP	TCR-CD3 inh	PG9 binder	Tn7 DDE FP	UHRF1 MBD2 ctr
25	CCCCOc1ncnc2c1[nH]c1ccccc12	-2	0	-0.9	-3	1
26	CCSc1ccc([C@@H]2[C@H]3C(=O)N(C)C(=O)[C@H]3[C@]3(C(=O)OC)CCCCN23)cc1OC	-1	-6	0.2	-1	3
27	CNc1ccc(C(=O)OCC(=O)NC(=O)NC2CCCCC2)cc1[N+](=O)[O-]	-2	1	1.6	4	-2
28	COc1cc(/C=N/n2c(COc3ccccc3)n[nH]c2=S)cc(OC)c1OC(C)=O	-11	-3	2.0	3	3
29	BrC(/C=N/N1CCN(Cc2ccccc2)CC1)=C/c1ccccc1	-7	4	-2.6	-3	-1
30	CCCOc1ccc(C(O)CCNC(CC(=O)O)c2ccccc2)cc1 (centres undefined)	7	5	-2.0	6	1
31	O=C(COc1ccccc1)c1cn(CC(=O)N2CCCC2)c2ccccc12	-1	2	1.3	-5	0
32	CC(=O)c1ccc(OC2(C)CCN(CCOc3ccc(C)cc3)C2)cc1 (centres undefined)	7	0	0.1	-3	3

no.	SIAE inh	TDP2 inh	PRMT1 FP inh	HTRA1 inhibitor	LEDGF integ inh
25	3	-5	-6	-8	-1
26	1	-9	7	-13	-1
27	5	3	-1	4	-3
28	1	-18	20	0	-5
29	11	5	-3	-7	-2
30	8	6	-2	0	-4
31	1	0	-1	0	2
32	9	-5	-3	/	-2

Rewritten with bars between the fields: 15 of the compounds above.
# | canonical_smiles | mABHD4 FP | TCR-CD3 inh | PG9 binder | Tn7 DDE FP | UHRF1 MBD2 ctr | SIAE inh | TDP2 inh | PRMT1 FP inh | HTRA1 inhibitor | LEDGF integ inh
1 | CCC(CO)NC(=O)c1cc2c(s1)CCC2 (centres undefined) | 0 | -5 | 0.6 | -4 | -3 | 1 | 10 | -1 | -4 | 1
2 | O=C(c1cc2c(s1)CCCC2)N1CCN(S(=O)(=O)c2ccccc2)CC1 | -4 | 2 | 0.1 | 7 | -1 | 3 | -1 | 0 | 0 | 1
3 | CC(OC(=O)c1cccs1)C(=O)NC1CC1 (centres undefined) | 6 | 0 | -1.9 | 5 | 0 | 1 | 5 | -3 | -2 | 2
4 | C=CCNc1nc(Cl)nc(Nc2cc(Cl)ccc2OC)n1 | 2 | 6 | -0.3 | -2 | 1 | 6 | -13 | -1 | -4 | 0
5 | COc1ccc(CN(C(=O)c2snc(C(N)=O)c2N)C(C(=O)NC2CCCC2)c2ccc(OC)c(OC)c2)cc1 (centres undefined) | 4 | 4 | -1.3 | -3 | -1 | 0 | 11 | 0 | 2 | -1
6 | Nc1c(N(Cc2ccco2)C(=O)c2cccc(F)c2)c(=O)[nH]c(=O)n1Cc1ccccc1 | 1 | 4 | -1.7 | -3 | -1 | -1 | -4 | 0 | 7 | 2
7 | O=C(NCC(O)c1ccc([N+](=O)[O-])cc1)C1CCCCC1 (centres undefined) | 0 | -5 | 2.2 | 3 | 1 | -4 | -5 | 3 | 2 | 0
8 | Cc1nn(C)c(C)c1S(=O)(=O)NCc1cccs1 | -15 | -3 | -1.2 | 8 | 1 | 1 | 0 | 3 | 7 | -6
9 | COc1ccccc1NC(=O)Cc1ccc(-c2ccccc2)cc1 | -15 | -5 | -1.3 | -1 | -1 | -10 | 8 | 0 | -38 | 2
10 | O=C(OCC(=O)N(CCc1ccccc1)Cc1ccccc1)c1ccccc1O | -14 | 7 | 3.0 | -4 | 0 | -1 | 10 | 3 | -39 | -1
11 | Cc1ccccc1CS(=O)(=O)Cc1ccc(C(=O)Nc2ccccc2C)o1 | 1 | / | / | 1 | 0 | -1 | -2 | 2 | / | 2
12 | CC(C)Cc1cc(C(=O)Nc2cc(C(F)(F)F)ccc2Cl)no1 | 0 | 4 | 0.3 | -2 | -1 | -1 | -9 | -2 | -3 | 0
13 | O=C(NC(Cc1ccc2c(c1)OCO2)C(=O)N1CCCC1C(=O)O)c1ccccc1 (centres undefined) | 5 | 0 | -3.1 | 2 | 1 | 7 | 6 | 3 | 1 | -1
14 | CN(CC(=O)Nc1ccc(Cl)cc1)C(=O)c1ccc(-n2cncn2)c([N+](=O)[O-])c1 | 0 | 0 | -0.4 | 3 | 0 | -4 | -4 | -3 | 2 | 3
15 | O=C(Nc1ccc(OC(F)(F)F)cc1)C1CC(=O)N(Cc2ccco2)C1 (centres undefined) | 1 | 3 | 0.8 | 6 | 1 | 8 | -1 | -2 | 8 | 0

More results follow:
no.	compound	mABHD4 FP	TCR-CD3 inh	PG9 binder	Tn7 DDE FP	UHRF1 MBD2 ctr
33	COc1ccc([C@H]2C[C@H](O)[C@@H](n3cc(-c4ccc(F)cc4)nn3)CN2CC2CCCCC2)cc1	-6	-1	0.2	2	1
34	CC12CCC(C(=O)NCc3ccccc3Cl)(C(Br)C1=O)C2(C)C (centres undefined)	7	-2	-1.7	-5	3
35	Cc1nc2ccccc2c2oc(C(=O)NCCCN3CCCC3=O)cc12	2	2	-1.4	-10	1
36	O=C(Cn1nnc(-c2cccc(C(F)(F)F)c2)n1)N1CCCCCC1	-3	3	-1.4	-7	1
37	Oc1cccc2ccc(/C=C/c3ccccc3Cl)nc12	1	-1	1.0	3	-1
38	Nc1nc(SCc2cccnc2)c2ncn(C3OC(CO)C(O)C3O)c2n1 (centres undefined)	0	0	-1.0	-12	1
39	CCOC(=O)C1CC2CC(C1)CN(C(=O)C1CCCCC1)C2 (centres undefined)	8	5	-2.6	2	0
40	CC(C)(C)S(=O)N1Cc2cc(C(=O)NCCCN3CCOCC3)nc(-c3cccc(-c4cc5ccccc5o4)c3)c2[C@@H]1CCO (some centres undefined)	-2	9	-0.8	-2	-3
41	O=C(CCC(=O)N1CCN(S(=O)(=O)c2ccc(Cl)cc2)CC1)Nc1cccc(Br)c1	1	-8	-1.1	2	-1

no.	SIAE inh	TDP2 inh	PRMT1 FP inh	HTRA1 inhibitor	LEDGF integ inh
33	-12	-6	-1	-55	2
34	5	-2	-3	-2	0
35	-2	0	0	-2	1
36	-2	-14	2	-4	-2
37	-1	3	-2	46*	5
38	-2	-1	0	6	1
39	-5	5	-2	-2	-4
40	-11	-4	-1	/	2
41	0	9	-2	-9	-2

Bioassay records from PubChem BioAssay.
